Screening data from PubChem.
RBBP9 inh = human RBBP9 inhibitors, primary screen, biochemical, fluorescence polarization, FP-Rh probe, HTS | Serine hydrolase RBBP9 (Homo sapiens), O75884 | recombinant RBBP9 | inhibition, % at 7.94 µM | 0.2% of 220,000 active;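 active = inhibition above the campaign mean of all tested compounds plus 3 SD, cut at about 14% in these data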;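 note: plate controls were DMSO wells with RBBP9 for no effect and wells lacking RBBP9 protein for full effect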
Target sequence (O75884 whole entry, looked up): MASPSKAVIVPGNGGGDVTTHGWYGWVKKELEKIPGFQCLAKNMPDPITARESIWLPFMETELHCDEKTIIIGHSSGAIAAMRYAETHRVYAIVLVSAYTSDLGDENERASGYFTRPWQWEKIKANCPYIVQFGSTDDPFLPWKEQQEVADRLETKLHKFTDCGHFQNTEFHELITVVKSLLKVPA
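System: RBBP9 protein / Quantity: 2.5 µM RBBP9 dispensing solution, before mixing / Also added: Serine-hydrolase probe FP-Rh, 375 nM pre-mixing / Dosing: 7.94 µM single dose, 0.794% DMSO / Timing: enzyme-compound preincubation 30 min, then probe labeling 45 min, 25 °C / Signal: FP readout at 525/598 nm / Controls: DMSO-treated enzyme wells and wells lacking RBBP9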
NPY-Y1 antag = NPY-Y1 receptor antagonists, primary screen, cell-based. Neuropeptide Y receptor type 1 (Homo sapiens), P25929. HEK293-CNG Y1 cells, membrane potential fluorescence; NPY at EC95, then isoproterenol. inhibition, % at 3.6 µM. 1% of 200,000 active;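 active = inhibition above the campaign mean inhibition of all tested compounds plus 3 SD, cut at about 20% in these data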;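 note: 0% = DMSO wells given NPY plus isoproterenol and 100% = isoproterenol alone without NPY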
Target sequence (P25929 whole entry, looked up): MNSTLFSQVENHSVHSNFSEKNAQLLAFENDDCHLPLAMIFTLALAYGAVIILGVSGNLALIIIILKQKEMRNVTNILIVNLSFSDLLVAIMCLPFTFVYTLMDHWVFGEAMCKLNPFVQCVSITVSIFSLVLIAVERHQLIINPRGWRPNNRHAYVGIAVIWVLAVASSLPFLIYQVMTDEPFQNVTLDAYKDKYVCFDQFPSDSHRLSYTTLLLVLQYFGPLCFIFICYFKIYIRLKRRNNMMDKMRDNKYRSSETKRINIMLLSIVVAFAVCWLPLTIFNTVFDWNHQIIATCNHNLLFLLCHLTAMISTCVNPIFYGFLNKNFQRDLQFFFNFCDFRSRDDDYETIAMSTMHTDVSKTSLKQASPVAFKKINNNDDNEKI
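Test system: HEK293 cells co-expressing NPY Y1 receptor and cyclic-nucleotide gated channel; Also added: NPY (25 nM), isoproterenol (1 µM), Ro 20-1724 (25 µM); Compound dosing: one concentration, 3.6 µM, in 0.4% DMSO; Timing: dye 3 h, compound 60 min room temperature, stimulation 45 min; Technique: Membrane-potential fluorescent dye readout.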
Mdm2 ligase inh = MDM2-luciferase reporter signal enhancers, primary screen, MDM2 E3 ligase inhibitor project, cell-based, luminescence, 1536-well; cell-based MDM2 ubiquitination luciferase reporter, 2 h; 0 = plate control, 100 = twice control, blank-subtracted; 0.11% of 210,000 active; signal enhancement, % at 5 µM;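 active = signal enhancement of 30% or more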;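 note: luminescence tracks abundance of the self-degrading MDM2-luciferase fusion protein; higher signal means inhibition of MDM2 E3 ligase activity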
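Timing – 2 h compound exposure at 37 °C · Assay system – mammalian cells stably expressing self-ubiquitinating, self-degrading MDM2 E3–luciferase fusion · Amount – 2000 cells seeded into each well · Measure – % luminescence enhancement versus blank-corrected plate control mean · Measured by – SteadyLite luminescence, 15 min reagent step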
NPY1 pot ag = NPY-Y1 receptor potentiators or agonists, primary screen, cell-based; Neuropeptide Y receptor type 1 (Homo sapiens), P25929; NPY-Y1 expressing cells, potentiator/agonist activation; 0.37% of 220,000 active; activation, % at 3.6 µM; in the data active = activation above about 33%, passing the limit was not always enough;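 note: cells stimulated with NPY at EC10 then isoproterenol at EC100; 0% = low agonist plus stimulus and 100% = saturating agonist plus stimulus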
NPY2 pot ag = NPY-Y2 potentiators or agonists, primary screen, cell-based | cells expressing NPY-Y2, potentiator/agonist read-out | AID 1359, 2008 | activation, % at 3.6 µM | 0.45% of 220,000 active; in the data active = activation above about 27%;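 note: cells stimulated with NPY near EC25 plus isoproterenol at EC100; 0% = vehicle plus submaximal agonist and 100% = vehicle plus saturating agonist; some results beyond the cut were filed as inactive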
Target sequence (P49146 whole entry, looked up): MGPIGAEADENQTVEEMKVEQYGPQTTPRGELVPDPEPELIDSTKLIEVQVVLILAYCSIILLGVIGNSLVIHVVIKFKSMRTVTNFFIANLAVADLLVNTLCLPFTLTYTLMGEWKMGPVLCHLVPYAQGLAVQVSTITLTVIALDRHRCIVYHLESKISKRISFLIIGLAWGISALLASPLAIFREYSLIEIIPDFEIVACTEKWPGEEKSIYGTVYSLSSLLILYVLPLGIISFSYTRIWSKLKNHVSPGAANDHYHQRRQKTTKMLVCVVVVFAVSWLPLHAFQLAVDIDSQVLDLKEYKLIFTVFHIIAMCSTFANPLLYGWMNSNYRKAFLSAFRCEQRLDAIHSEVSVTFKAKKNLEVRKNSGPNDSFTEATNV
Runt-CBFb FRET = inhibitors of RUNX1 Runt–CBFb binding, primary screen, biochemical, FRET, Cerulean-Runt, Venus-CBFb, uHTS. 0.46% of 220,000 active. Runt-related transcription factor 1 (Homo sapiens) + Core-binding factor subunit beta …. Cerulean-Runt/Venus-CBFb FRET ratio 530/480, 1 h. inhibition, % at 20 µM;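 active = inhibition over about 50% at 20 µM in the single-dose screen, limit read from the data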;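 note: 0% = DMSO wells and 100% = excess unlabeled CBFb competitor control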
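Buffer or medium: Tris pH 7.5 buffer with BSA. Assay system: Cerulean-labeled Runt domain protein. Amount: each fluorescent fusion protein 100 nM. Read-out basis: loss of energy transfer signal. Incubation: 1 h compound exposure, room temperature. Probe or stimulus: Venus-CBFb binding partner, 100 nM. Detection: FRET, excitation 422 nm, emission at 530 and 480 nm.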
p97 ATPase inh = inhibitors of human p97 ATPase, primary screen, biochemical | 0.42% of 220,000 active | recombinant p97 ATPase, Kinase-Glo ATP luminescence, 3 h | inhibition, % at 8 µM | Transitional endoplasmic reticulum ATPase (Homo sapiens), P55072; in the data active = inhibition above about 15%;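 note: 0% = DMSO vehicle and 100% = wells lacking enzyme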
Runt-SMMHC FRET = inhibitors of RUNX1 Runt–CBFb-SMMHC binding, primary screen, biochemical, FRET, Cerulean-Runt, Venus-CBFb-SMMHC, uHTS; 0.74% of 220,000 active; AID 1434, 2008; Runt-related transcription factor 1 (Homo sapiens) + Core-binding factor subunit beta …; inhibition, % at 20 µM; Cerulean-Runt/Venus-CBFb-SMMHC FRET ratio 530/480, 1 h;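 active = mean inhibition across duplicate retests at 20 µM reaching about 50%, limit read from the data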;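 note: 0% = DMSO wells and 100% = wells with excess untagged CBFb-SMMHC; inhibitors lower the FRET ratio by blocking Runt binding to CBFb-SMMHC; some results filed as inactive read as strong as hits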
Hck Nef HTS = inhibitors of Nef-activated human Hck kinase, primary screen, biochemical, Z-Lyte FRET, 384-well, Hck-YEEI | Tyrosine-protein kinase HCK (Homo sapiens), P08631 | Recombinant Hck-YEEI plus Nef, Z-Lyte FRET kinase assay | inhibition, % at 20 µM | 0.68% of 220,000 active;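 active = Hck-Nef kinase inhibition above about 50%, limit read from the data; inactive = inhibition below that limit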;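 note: 0% = DMSO with Hck plus Nef and 100% = Hck alone without Nef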
Numbers without * were called inactive. No enrichment for hits; about 3.5% have a hit in one of these screens.

`CC(=O)Nc1cccc(NC(=O)C2CCCN2C(=O)Nc2cccc(C)c2)c1` (stereo unspecified) gave RBBP9 inh -2.8, NPY-Y1 antag -7.0, Mdm2 ligase inh -14.4, NPY1 pot ag 7.7, NPY2 pot ag 12.8, Runt-CBFb FRET -1.8, p97 ATPase inh 5.0, Runt-SMMHC FRET -1.5 and Hck Nef HTS -0.3.
For Cn1c(SCc2ccccc2)nnc1-c1ccc2c(c1)OCO2 the results were RBBP9 inh -2.8, NPY-Y1 antag 5.1, Mdm2 ligase inh 14.6, NPY1 pot ag -35.8, NPY2 pot ag -1.9, Runt-CBFb FRET -1.2, p97 ATPase inh 0.0, Runt-SMMHC FRET 0.1 and Hck Nef HTS 2.8.
S=c1[nH]nc(CCCc2n[nH]c(=S)o2)o1 was read as RBBP9 inh -0.6, Mdm2 ligase inh -11.6, NPY1 pot ag 19.3, NPY2 pot ag 10.0, Runt-CBFb FRET 20.2, p97 ATPase inh 8.3, Runt-SMMHC FRET 4.3 and Hck Nef HTS -36.6.
For CCC(Sc1ncccc1C(=O)OCCN1CCCC1=O)C(=O)NCc1ccco1 (stereo unspecified) the results were RBBP9 inh -7.7, NPY-Y1 antag 3.9, Mdm2 ligase inh -9.1, NPY1 pot ag 2.0, NPY2 pot ag -10.1, Runt-CBFb FRET -1.1, p97 ATPase inh -4.0, Runt-SMMHC FRET -4.3 and Hck Nef HTS -2.3.
Screening CSc1oc(-c2ccc(F)cc2)nc1S(=O)(=O)c1ccc(F)cc1 returned RBBP9 inh -7.1, NPY-Y1 antag 1.6, Mdm2 ligase inh -3.2, NPY1 pot ag -6.6, NPY2 pot ag -7.0, Runt-CBFb FRET -0.5, p97 ATPase inh -1.5, Runt-SMMHC FRET -3.7 and Hck Nef HTS -0.5.
For Cc1cccc(-c2nc(C)cc(=O)[nH]2)c1 the results were RBBP9 inh -0.2, Mdm2 ligase inh -11.9, NPY1 pot ag -10.6, NPY2 pot ag 3.2, Runt-CBFb FRET 0.6, p97 ATPase inh 6.0, Runt-SMMHC FRET -0.9 and Hck Nef HTS 15.9.
Screening CCN(CC)CC(=O)Nc1ccc([N+](=O)[O-])cc1 returned RBBP9 inh 2.3, NPY-Y1 antag 3.0, Mdm2 ligase inh -7.5, NPY1 pot ag -8.4, NPY2 pot ag 5.3, Runt-CBFb FRET 2.7, p97 ATPase inh 2.9, Runt-SMMHC FRET -2.3 and Hck Nef HTS 17.9.
Screening NC(=Nc1ccc(Cl)cc1)c1ccccc1 returned RBBP9 inh -4.7, NPY-Y1 antag 7.4, Mdm2 ligase inh -8.0, NPY1 pot ag -7.1, NPY2 pot ag -2.0, Runt-CBFb FRET 2.4, p97 ATPase inh 1.1, Runt-SMMHC FRET -1.5 and Hck Nef HTS -0.5.
For COc1ccccc1N1CCN(C(=O)CCCN2C(=O)c3cccc4cccc(c34)C2=O)CC1 the results were RBBP9 inh -2.2, NPY-Y1 antag 3.2, Mdm2 ligase inh -4.1, NPY1 pot ag -6.0, NPY2 pot ag 18.0, Runt-CBFb FRET -1.5, p97 ATPase inh 1.1, Runt-SMMHC FRET -7.8 and Hck Nef HTS 1.7.
Screening O=S(=O)(C(=CNc1ccccc1)S(=O)(=O)c1ccccc1)c1ccccc1 returned RBBP9 inh -4.8, NPY-Y1 antag 5.7, Mdm2 ligase inh -12.2, NPY1 pot ag 1.5, NPY2 pot ag -4.2, Runt-CBFb FRET -2.0, p97 ATPase inh -0.2, Runt-SMMHC FRET -3.8 and Hck Nef HTS -0.5.
COCCSc1ccccc1C(=O)NCC1CCCO1 (stereo unspecified) was read as RBBP9 inh -0.9, NPY-Y1 antag 7.4, Mdm2 ligase inh -7.1, NPY1 pot ag -11.7, NPY2 pot ag -3.9, Runt-CBFb FRET 2.1, p97 ATPase inh 4.8, Runt-SMMHC FRET -1.2 and Hck Nef HTS 1.0.
Screening O=C(Nc1c(C(=O)NCc2ccco2)cnn1-c1ccccc1)c1cccc(F)c1 returned RBBP9 inh 0.8, NPY-Y1 antag 1.4, Mdm2 ligase inh -1.5, NPY1 pot ag 19.9, NPY2 pot ag 4.8, Runt-CBFb FRET -2.2, p97 ATPase inh -0.2, Runt-SMMHC FRET 0.1 and Hck Nef HTS -4.6.
For CNC(=O)COC(=O)c1cc(SC)ccc1Cl the results were RBBP9 inh 4.4, NPY-Y1 antag 3.3, Mdm2 ligase inh 1.0, NPY1 pot ag 13.8, NPY2 pot ag -6.0, Runt-CBFb FRET -0.7, p97 ATPase inh 2.2, Runt-SMMHC FRET -0.6 and Hck Nef HTS -37.3.
C/C(=N\NC(=O)c1cccc([N+](=O)[O-])c1)c1cccc(NC(=O)C2CC2)c1 was read as RBBP9 inh -4.6, NPY-Y1 antag 2.2, Mdm2 ligase inh 5.4, NPY1 pot ag 15.3, NPY2 pot ag 9.3, Runt-CBFb FRET -0.1, p97 ATPase inh 5.2, Runt-SMMHC FRET -3.4 and Hck Nef HTS 21.9.
Screening O=C(Nc1ccon1)c1cc(-c2ccccc2)nc2ccccc12 returned RBBP9 inh -7.7, NPY-Y1 antag -2.0, Mdm2 ligase inh -0.8, NPY1 pot ag -7.2, NPY2 pot ag -11.1, Runt-CBFb FRET 0.6, p97 ATPase inh 6.5, Runt-SMMHC FRET -0.1 and Hck Nef HTS 11.4.
Screening Cc1ccc(-n2nc(-c3ccccc3)cc2Nc2ccccc2N)cc1 returned RBBP9 inh -8.2, NPY-Y1 antag -3.3, Mdm2 ligase inh -13.1, NPY1 pot ag -38.5, NPY2 pot ag 11.2, Runt-CBFb FRET 1.1, p97 ATPase inh 3.8, Runt-SMMHC FRET -2.3 and Hck Nef HTS 4.0.
For CCSc1ccc(-c2nn(-c3ccccc3)cc2/C=C(/C#N)C(=O)NC)cc1 the results were RBBP9 inh -0.6, NPY-Y1 antag -2.5, Mdm2 ligase inh -5.9, NPY1 pot ag -2.1, NPY2 pot ag 11.0, Runt-CBFb FRET 8.5, p97 ATPase inh 6.7, Runt-SMMHC FRET 59.6* and Hck Nef HTS 11.5.
Screening Cc1ccccc1C(=O)N1CCN(c2ccc([N+](=O)[O-])c(N3CCOCC3)c2)CC1 returned RBBP9 inh -3.3, NPY-Y1 antag 0.2, Mdm2 ligase inh -3.3, NPY1 pot ag 4.5, NPY2 pot ag -0.2, Runt-CBFb FRET -3.9, p97 ATPase inh -3.7, Runt-SMMHC FRET -3.5 and Hck Nef HTS -1.4.
`CCOC(=O)C1=NNC2C(=O)N(C3CCCCC3)C(=O)C12` (stereo unspecified) gave RBBP9 inh -3.2, NPY-Y1 antag 3.1, Mdm2 ligase inh -19.9, NPY1 pot ag 9.2, NPY2 pot ag 1.8, Runt-CBFb FRET -2.1, p97 ATPase inh 3.9, Runt-SMMHC FRET 1.2 and Hck Nef HTS 0.3.
`CCOc1ccc(S(=O)(=O)Nc2ccc(S(=O)(=O)N3CCCC3)cc2)cc1` gave RBBP9 inh -7.2, NPY-Y1 antag 6.8, Mdm2 ligase inh -17.7, NPY1 pot ag -7.2, NPY2 pot ag -5.7, Runt-CBFb FRET -1.4, p97 ATPase inh -2.4, Runt-SMMHC FRET 2.0 and Hck Nef HTS 1.2.
Cc1cc(-c2nn(-c3ccccc3F)cc2CN2CCCC(C(N)=O)C2)c(C)s1 (stereo unspecified) was read as RBBP9 inh -8.6, NPY-Y1 antag 2.0, Mdm2 ligase inh -2.2, NPY1 pot ag 1.4, NPY2 pot ag -3.8, Runt-CBFb FRET -1.7, p97 ATPase inh 0.8, Runt-SMMHC FRET -0.1 and Hck Nef HTS 16.6.
Cc1ccc(C2=Nc3cccnc3C(c3ccccc3)=NN2)cc1 was read as RBBP9 inh -5.4, NPY-Y1 antag 3.9, Mdm2 ligase inh -4.3, NPY1 pot ag 12.4, NPY2 pot ag 14.1, Runt-CBFb FRET -1.0, p97 ATPase inh 6.8, Runt-SMMHC FRET -4.3 and Hck Nef HTS 23.1.
O=C(/C=C/c1ccccc1)NCCCNC(=O)/C=C/c1ccccc1 was read as RBBP9 inh -8.0, NPY-Y1 antag 7.2, Mdm2 ligase inh -1.1, NPY1 pot ag -10.5, NPY2 pot ag -9.7, Runt-CBFb FRET -0.6, p97 ATPase inh -5.2, Runt-SMMHC FRET -1.6 and Hck Nef HTS 12.8.
Screening O=C(COC(=O)c1cc(=O)[nH]c(=O)[nH]1)Nc1cccc(S(=O)(=O)N2CCOCC2)c1 returned RBBP9 inh -7.6, NPY-Y1 antag 0.8, Mdm2 ligase inh -4.0, NPY1 pot ag 11.0, NPY2 pot ag -12.7, Runt-CBFb FRET 2.4, p97 ATPase inh 3.0, Runt-SMMHC FRET 0.3 and Hck Nef HTS 3.8.
Screening c1ccc2c(SCc3cn4ccccc4n3)nncc2c1 returned RBBP9 inh 8.5, NPY-Y1 antag 0.8, Mdm2 ligase inh 4.4, NPY1 pot ag 6.9, NPY2 pot ag -24.9, Runt-CBFb FRET 2.7, p97 ATPase inh 1.0, Runt-SMMHC FRET -3.1 and Hck Nef HTS 10.2.
CCN(CC)C(=O)Cn1cc(C(=O)C(=O)N2CCCc3ccccc32)c2ccccc21 was read as RBBP9 inh 0.2, NPY-Y1 antag 2.2, Mdm2 ligase inh 16.2, NPY1 pot ag 7.4, NPY2 pot ag 12.8, Runt-CBFb FRET 0.2, p97 ATPase inh 3.6, Runt-SMMHC FRET -0.8 and Hck Nef HTS 21.0.
